Screens from PubChem BioAssay.
Cneo AK release – Cryptococcus neoformans lysis via adenylate kinase release; C. neoformans lysis, adenylate kinase release luminescence, 4 h; normalised: neutral wells 0, clomiphene wells 100; lysis activity, % at 15 µM; actives 0.2% (n = 360,000);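 active means mean lysis activity across replicates of at least 80%, whatever share of replicates individually reach that level; inactive means mean lysis activity below 80%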
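Signal: Adenylate kinase release luminescence | Assay system: Log-phase Cryptococcus neoformans yeast cells | Input: Cells at 5 × 10^6 per mL | Buffer or medium: Fresh YPD growth medium | Compound: Single dose | Schedule: Static 4 h at 37 °C with compound, 1 h detection | Controls: Clomiphene | Read-out: Luminescence rise reflecting yeast cell lysis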
RAD52 inh – blocks human RAD52 DNA annealing. P43351. recombinant RAD52 DNA annealing, FRET fluorescence. inhibition, % at 18.7 µM. actives 0.46% (n = 360,000);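 active means every replicate showing at least 50% inhibition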
E-sel inducer – induces E-selectin expression in human endothelial cells; HUVEC E-selectin immunofluorescence imaging; normalized: neutral wells 0, TNF-alpha wells 100; P16581; actives 0.37% (n = 260,000); activation, % at 7.58 µM; AID 686992;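 active means mean E-selectin-positive cell signal at least 10% of the positive control, reached in at least 60% of replicates, without over 20% cell loss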;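 further: in these data hits start at about 27%; measured in HUVEC primary endothelial cells; signal is the percent of cells scored E-selectin positive by PE staining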
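System: HUVEC / Compound: single concentration / Signal: immunofluorescence imaging / Read-out: percent E-selectin-positive cells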
PglD inh – PglD (C. jejuni) enzyme inhibition; inhibition, % at 12.5 µM; AID 602405; purified PglD enzyme, DTNB colorimetric CoA detection; actives 0.098% (n = 360,000); in the data active means inhibition above about 16%, passing the limit was not always enough; further: strong numbers were not always called active
ERAP1 inh – blocks human ERAP1 aminopeptidase activity; AID 652197; actives 0.15% (n = 340,000); recombinant ERAP1, Leu-AMC fluorescence, 60 min; inhibition, % at 10.7 µM;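 active means mean replicate inhibition of at least 30%, or all replicates individually reaching that 30% level; inactive means mean below 30% and not every replicate reaching it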;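 further: 0% = neutral control wells and 100% = L-leucinethiol positive control wells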
Target sequence (Q9NZ08 whole entry, looked up): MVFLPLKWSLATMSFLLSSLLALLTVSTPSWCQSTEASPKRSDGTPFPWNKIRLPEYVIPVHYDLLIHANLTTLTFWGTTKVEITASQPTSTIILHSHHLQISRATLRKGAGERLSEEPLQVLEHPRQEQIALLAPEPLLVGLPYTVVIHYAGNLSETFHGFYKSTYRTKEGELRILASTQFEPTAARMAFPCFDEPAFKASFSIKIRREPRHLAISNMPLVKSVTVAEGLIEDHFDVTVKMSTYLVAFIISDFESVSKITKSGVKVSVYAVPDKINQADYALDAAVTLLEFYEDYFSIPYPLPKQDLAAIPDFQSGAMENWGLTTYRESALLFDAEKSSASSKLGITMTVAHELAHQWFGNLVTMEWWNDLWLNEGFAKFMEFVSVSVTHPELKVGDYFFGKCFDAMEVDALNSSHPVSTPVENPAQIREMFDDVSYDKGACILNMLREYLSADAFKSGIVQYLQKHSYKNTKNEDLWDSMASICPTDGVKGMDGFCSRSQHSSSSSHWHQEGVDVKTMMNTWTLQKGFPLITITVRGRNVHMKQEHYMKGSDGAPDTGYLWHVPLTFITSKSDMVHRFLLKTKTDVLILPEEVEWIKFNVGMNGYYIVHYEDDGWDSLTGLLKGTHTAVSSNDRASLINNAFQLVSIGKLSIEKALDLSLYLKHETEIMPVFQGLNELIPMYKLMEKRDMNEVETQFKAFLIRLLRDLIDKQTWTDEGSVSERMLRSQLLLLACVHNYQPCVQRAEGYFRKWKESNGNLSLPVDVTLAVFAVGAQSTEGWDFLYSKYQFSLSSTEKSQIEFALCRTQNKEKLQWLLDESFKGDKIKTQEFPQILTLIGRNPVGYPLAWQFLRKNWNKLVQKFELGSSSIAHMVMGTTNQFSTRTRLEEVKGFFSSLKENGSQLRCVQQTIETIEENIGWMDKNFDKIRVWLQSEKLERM
RAD54 inh – blocks human RAD54 Holliday junction branch migration. actives 0.14% (n = 360,000). inhibition, % at 10.4 µM. Q92698. FAM/BHQ fluorescence;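 active means mean normalized replicate activity at least 40 and at least half of replicates scoring 40 or more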;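 further: 0% = median of neutral control wells and 100% = median of positive control wells; inhibitors cause a drop in the FAM fluorescence signal; in these data hits start at about 50%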
miR122 inh – miR-122 inhibition in Huh7 cells; actives 0.3% (n = 340,000); Huh7 miR-122 Renilla luciferase sensor, 48 h; neutral wells = 0, positive control = 100; activation (reporter increase), % at 12.5 µM;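 active means mean replicate activation score at least 90 and every replicate individually at or above 90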;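 further: higher luciferase means less miR-122 activity so hits act as miR-122 inhibitors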
PGC1a acetyl inh – PGC1a acetylation modulation, inhibitor mode; U2OS PGC1a acetylation, AlphaScreen anti-acetyl-lysine; with virally co-expressed GCN5 acetyltransferase; inhibition, % at 15.6 µM; actives 0.17% (n = 350,000); AID 651687;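 active means every replicate shows inhibition of at least 40%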;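 further: 0% = neutral control wells and 100% = positive control wells; some results beyond the cut were filed as inactive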
Numbers without * were called inactive; & = joins results of further samples; [ ] = another dose, or the depositor's remark.

`CN(C)S(=O)(=O)c1ccc(C(=O)Nc2nnc(SCC(=O)NCC3CCCO3)s2)cc1` (configuration not stated) gave Cneo AK release -5, RAD52 inh -24, E-sel inducer 0.2, PglD inh 1, ERAP1 inh -3 and RAD54 inh -8.
C[C@H](CO)N1C[C@H](C)[C@@H](CN(C)C(=O)Nc2ccc(F)cc2)Oc2ccc(NC(=O)Cc3cn(C)c4ccccc34)cc2CC1=O was read as RAD52 inh -5, E-sel inducer 1.1, ERAP1 inh -3, miR122 inh -5[16.7 µM] and PGC1a acetyl inh -2.
Screening NC(=O)C1(N2CCCCC2)CCN(c2nc(-c3ccc(Br)cc3)cs2)CC1 returned Cneo AK release 1, PglD inh -4, RAD54 inh 4 and PGC1a acetyl inh 9.
O=C(N[C@@H]1CC[C@@H](CCn2cc(C3(O)CCCC3)nn2)O[C@@H]1CO)C1CC1 was read as Cneo AK release -1, RAD52 inh 9, E-sel inducer 1.7, PglD inh -4, ERAP1 inh -2, RAD54 inh 2 and PGC1a acetyl inh 9.
Screening COc1ccccc1-c1cn(CC[C@@H]2CC[C@@H](NS(=O)(=O)c3ccccc3C)[C@H](CO)O2)nn1 returned Cneo AK release 1, RAD52 inh -4, E-sel inducer -0.6, PglD inh 2, ERAP1 inh -5, RAD54 inh -3 and PGC1a acetyl inh -17.
Screening N#Cc1cc2c(nc1SCC(=O)Nc1nccs1)CCCCC2 returned Cneo AK release -3, RAD52 inh -15, PglD inh 5, ERAP1 inh 1, RAD54 inh -9, miR122 inh 0 and PGC1a acetyl inh -6.
For CC(C)N(C(=O)[C@H]1C[C@H](CC(=O)NCC23CC4CC(CC(C4)C2)C3)C(=O)N2CCc3c([nH]c4cc(CCC(=O)N(C)C)ccc34)[C@]12C)C(C)C the results were Cneo AK release 1, RAD52 inh -2, E-sel inducer -0.7, PglD inh -1, ERAP1 inh 0 and RAD54 inh 11.
O=C(CSc1ccc2nnc(-c3cccnc3)n2n1)Nc1cccc(F)c1 was read as Cneo AK release 9, RAD52 inh -1, E-sel inducer -0.2, PglD inh 0, ERAP1 inh 4 and RAD54 inh -8.
`CC(C)NC(=O)N(C)C[C@@H]1Oc2ncc(C#Cc3ccc(F)cc3)cc2C(=O)N([C@H](C)CO)C[C@H]1C` gave Cneo AK release 0, RAD52 inh 16, E-sel inducer 0.0, PglD inh -1, ERAP1 inh 0, RAD54 inh -2, miR122 inh -8[16.7 µM] and PGC1a acetyl inh 0.
COc1ccc(-c2c(-c3ccc4c(c3)OCO4)noc2C)cn1 was read as Cneo AK release -8, RAD52 inh 1, E-sel inducer -0.1, PglD inh 2, ERAP1 inh -2, RAD54 inh -3, miR122 inh 2 and PGC1a acetyl inh -3.
CC(=O)c1ccccc1NC(=O)CSc1nc2ccccc2c(=O)n1CCCN1CCOCC1 was read as Cneo AK release 0, RAD52 inh -70, E-sel inducer 1.4, PglD inh -1, ERAP1 inh 0, RAD54 inh -6, miR122 inh 7 and PGC1a acetyl inh 20.
CS(=O)(=O)N1CCC(C(=O)Nc2ccccc2Sc2ccccc2)CC1 was read as Cneo AK release 0, PglD inh -3, RAD54 inh 10, miR122 inh 3 and PGC1a acetyl inh 3.
Cc1cc(NC(=O)c2ccc(NC(=O)CC(C)C)cc2)no1 was read as Cneo AK release 2, PglD inh 3, RAD54 inh 0, miR122 inh 2 and PGC1a acetyl inh -1.
`CC1=C([N+](=O)[O-])C(c2ccc3c(c2)OCO3)N(C)C(=O)N1C` (configuration not stated) gave Cneo AK release 0, RAD52 inh -23, PglD inh 6, ERAP1 inh 2, RAD54 inh -1, miR122 inh -2 and PGC1a acetyl inh 14.
c1ccc(-c2cn3ccccc3n2)cc1 was read as Cneo AK release -2, RAD52 inh -17, E-sel inducer -0.3, PglD inh 0, ERAP1 inh -1, RAD54 inh 0 and PGC1a acetyl inh 7.

Quoted at random: two compounds from above.
c1ccc(-c2cn3ccccc3n2)cc1 was read as Cneo AK release -2, RAD52 inh -17, E-sel inducer -0.3, PglD inh 0, ERAP1 inh -1, RAD54 inh 0 and PGC1a acetyl inh 7.
`CN(C)S(=O)(=O)c1ccc(C(=O)Nc2nnc(SCC(=O)NCC3CCCO3)s2)cc1` (configuration not stated) gave Cneo AK release -5, RAD52 inh -24, E-sel inducer 0.2, PglD inh 1, ERAP1 inh -3 and RAD54 inh -8.

Of the compounds above, two contain an aryl methoxy group.
Screening COc1ccccc1-c1cn(CC[C@@H]2CC[C@@H](NS(=O)(=O)c3ccccc3C)[C@H](CO)O2)nn1 returned Cneo AK release 1, RAD52 inh -4, E-sel inducer -0.6, PglD inh 2, ERAP1 inh -5, RAD54 inh -3 and PGC1a acetyl inh -17.
COc1ccc(-c2c(-c3ccc4c(c3)OCO4)noc2C)cn1 was read as Cneo AK release -8, RAD52 inh 1, E-sel inducer -0.1, PglD inh 2, ERAP1 inh -2, RAD54 inh -3, miR122 inh 2 and PGC1a acetyl inh -3.

Further results:
C[C@@H]1CN([C@@H](C)CO)C(=O)Cc2cc(NC(=O)Nc3ccc(F)cc3)ccc2O[C@@H]1CN(C)C(=O)Nc1ccccc1 was read as Cneo AK release 1, RAD52 inh -8, PglD inh -1, ERAP1 inh 0, RAD54 inh 14, miR122 inh 0[16.7 µM] and PGC1a acetyl inh -7.
O=C(Cn1c(=O)n(CCC(=O)N2CCc3ccccc3C2)c(=O)c2ccccc21)NCC1CCCO1 (configuration not stated) was read as Cneo AK release 8, PglD inh -2, RAD54 inh -13, miR122 inh -5 and PGC1a acetyl inh -1.
`O=C(CN1CCN(c2ccccn2)CC1)N1CCc2ccccc21` gave Cneo AK release -1, RAD52 inh -9, E-sel inducer -3.4, PglD inh -1, ERAP1 inh 9, RAD54 inh -3, miR122 inh -8 and PGC1a acetyl inh 3.
Cc1ccnc(NS(=O)(=O)c2ccc(NC(=O)Cc3ccc(Cl)cc3)cc2)n1 was read as Cneo AK release 6, RAD52 inh -6, E-sel inducer 0.3, PglD inh -6, ERAP1 inh 2, RAD54 inh -1, miR122 inh -5 and PGC1a acetyl inh 19.
Screening Cc1ccc2[nH]c(CCN(C)C)c(CN3CCOCC3)c2c1 returned Cneo AK release 1, RAD52 inh 15, E-sel inducer -0.7, PglD inh 5, ERAP1 inh 0, RAD54 inh 12, miR122 inh -8 and PGC1a acetyl inh -4.
O=C(c1ccc2nccnc2c1)N1CCN(c2cccc(C(F)(F)F)c2)CC1 was read as Cneo AK release 0, RAD52 inh -24, PglD inh 0, ERAP1 inh -1 and RAD54 inh -1.
CCCNC(=O)C[C@H]1C[C@H]2c3cc(NC(=O)CN(C)C)ccc3O[C@H]2[C@@H](CO)O1 was read as Cneo AK release 6, E-sel inducer -0.2, PglD inh -1, RAD54 inh -1, miR122 inh 7[16.7 µM] and PGC1a acetyl inh -2.
Cn1c(=O)n(Cc2ccco2)c(=N)c2c3c(sc21)CCC3 was read as Cneo AK release -2, PglD inh -2, RAD54 inh -6, miR122 inh 4 and PGC1a acetyl inh 6.
`CCc1ccc(OCC(=O)Nc2ccc(CN3CCCCC3)cc2)cc1` gave Cneo AK release 1, RAD52 inh -11, PglD inh 0, ERAP1 inh -2, RAD54 inh -1 and miR122 inh -7.
Screening Cc1ccc(C2(C)NC(=O)N(CC(=O)Nc3ccc(-c4nc5ccc(C)cc5s4)cc3)C2=O)cc1 (configuration not stated) returned Cneo AK release -3, RAD52 inh -67, E-sel inducer 1.2, PglD inh 4, ERAP1 inh -1, RAD54 inh 1 and PGC1a acetyl inh -5.
For Cc1ccccc1-c1cnc2c(c1)C(=O)N([C@H](C)CO)C[C@H](C)[C@@H](CN(C)CC1CCOCC1)O2 the results were Cneo AK release 48, RAD52 inh -6, PglD inh -2, ERAP1 inh -2, RAD54 inh 8, miR122 inh -4[16.7 µM] and PGC1a acetyl inh -6.
Screening COc1ccc(NC(=O)CN2C(=O)CSc3ccc(S(=O)(=O)N4CCC(C)CC4)cc32)cc1 returned Cneo AK release 10, RAD52 inh -9, PglD inh 3, ERAP1 inh -2, RAD54 inh 1, miR122 inh -1 and PGC1a acetyl inh -7.
For COc1ccc(-c2ccc(-c3noc(-c4ccccc4)n3)c(OC)n2)cc1 the results were Cneo AK release 1, RAD52 inh -41, PglD inh -4, ERAP1 inh -2, RAD54 inh -7, miR122 inh -3 and PGC1a acetyl inh 6.
`Cc1ccccc1Cn1c(=N)n(CC(=O)c2ccco2)c2ccccc21` gave Cneo AK release 5, PglD inh -1, RAD54 inh 7, miR122 inh -9 and PGC1a acetyl inh 11.
CNC[C@@H]1OCCCC[C@@H](C)Oc2ccc(NS(C)(=O)=O)cc2C(=O)N([C@H](C)CO)C[C@@H]1C was read as Cneo AK release 1, RAD52 inh -11, E-sel inducer 0.8, PglD inh 1, ERAP1 inh 0, RAD54 inh 5, miR122 inh -4[16.7 µM] and PGC1a acetyl inh 0.
`CC[C@@H](C)[C@H](CNC)NC[C@@H](Cc1cccc2ccccc12)NCCc1cccc(C(F)(F)F)c1` gave Cneo AK release 10, RAD52 inh 14, E-sel inducer -0.8, PglD inh 1, ERAP1 inh 2 and RAD54 inh 5.
Screening COCc1cc(=O)[nH]c(Cc2c(Cl)cccc2Cl)n1 returned Cneo AK release -3, RAD52 inh -5, E-sel inducer -0.3, PglD inh -1, ERAP1 inh 0, RAD54 inh -10, miR122 inh 4 and PGC1a acetyl inh -14.
Screening C[C@H](CO)N1C[C@H](C)[C@H](CN(C)C(=O)Nc2cccc(Oc3ccccn3)c2)OCc2cnnn2CCCC1=O returned Cneo AK release -1&0&4, RAD52 inh -5&-5&-3, E-sel inducer 0.2&-0.4, PglD inh 1&1&0, ERAP1 inh -11&0&-1, RAD54 inh -1&2&-12, miR122 inh 2 and PGC1a acetyl inh -11&-1&5.
O=C(NC(Cc1c[nH]c2ccccc12)C(=O)O)/C(=C\c1ccccc1)NC(=O)c1ccccc1 (configuration not stated) was read as Cneo AK release 0, RAD52 inh -16, PglD inh 4, ERAP1 inh 0 and RAD54 inh -2.
For O=C(C[C@H]1C[C@H]2c3cc(NS(=O)(=O)c4ccc(F)cc4)ccc3O[C@H]2[C@@H](CO)O1)NC1CCCC1 the results were Cneo AK release 1, RAD52 inh 6, E-sel inducer 0.0, PglD inh 3, ERAP1 inh -1, RAD54 inh -3, miR122 inh -6[16.7 µM] and PGC1a acetyl inh -1.
`O=C(CCN1C(=O)S/C(=C\c2ccccc2)C1=O)N1CCOCC1` gave Cneo AK release -1, RAD52 inh -8, PglD inh 4, ERAP1 inh 2, RAD54 inh 8, miR122 inh -2 and PGC1a acetyl inh 3.
For C/C(=N\Nc1ccc(S(N)(=O)=O)cc1[N+](=O)[O-])c1cccnc1 the results were Cneo AK release 3, RAD52 inh -1, PglD inh 5, ERAP1 inh -1, RAD54 inh -5, miR122 inh -2 and PGC1a acetyl inh 3.
`O=C(NCCCN1CCCC1=O)c1ccc(S(=O)(=O)Nc2ccccc2F)cc1` gave Cneo AK release 0, RAD52 inh -3, E-sel inducer -0.1, PglD inh 0, ERAP1 inh -1, RAD54 inh 2 and miR122 inh 2.
Screening C[C@H](NC(=O)c1nc[nH]c1C(=O)N[C@@H](Cc1ccccc1)C(=O)OC(C)(C)C)C(=O)OCc1ccccc1 returned Cneo AK release -8, RAD52 inh 4, PglD inh -1, ERAP1 inh 4 and RAD54 inh 7.
`CC(NC(=O)C(C)N1c2cccc3cccc(c23)S1(=O)=O)c1ccccc1` (configuration not stated) gave Cneo AK release -1, RAD52 inh -3, E-sel inducer -0.1, PglD inh 3, ERAP1 inh 2, RAD54 inh -1, miR122 inh -3 and PGC1a acetyl inh 3.
For COc1ccccc1-n1c(SCC(=O)Nc2cc(C)on2)nc2c([nH]c3ccccc32)c1=O the results were Cneo AK release 0, RAD52 inh -8, E-sel inducer 0.1, PglD inh 6, ERAP1 inh 4, RAD54 inh 12 and miR122 inh 2.

No enrichment for hits (roughly 1.4% active in at least one column).
